Source: PubChem (National Center for Advancing Translational Sciences (NCATS))
D1 ag = agonists of human D1 dopamine receptor. HEK293 T-REx D1 cells, calcium flux, agonist mode. activation, % at 2 µM. 360,000 tested, 1% active. AID 504660; also: 0% is about no effect
Target sequence (P21728 whole entry, looked up): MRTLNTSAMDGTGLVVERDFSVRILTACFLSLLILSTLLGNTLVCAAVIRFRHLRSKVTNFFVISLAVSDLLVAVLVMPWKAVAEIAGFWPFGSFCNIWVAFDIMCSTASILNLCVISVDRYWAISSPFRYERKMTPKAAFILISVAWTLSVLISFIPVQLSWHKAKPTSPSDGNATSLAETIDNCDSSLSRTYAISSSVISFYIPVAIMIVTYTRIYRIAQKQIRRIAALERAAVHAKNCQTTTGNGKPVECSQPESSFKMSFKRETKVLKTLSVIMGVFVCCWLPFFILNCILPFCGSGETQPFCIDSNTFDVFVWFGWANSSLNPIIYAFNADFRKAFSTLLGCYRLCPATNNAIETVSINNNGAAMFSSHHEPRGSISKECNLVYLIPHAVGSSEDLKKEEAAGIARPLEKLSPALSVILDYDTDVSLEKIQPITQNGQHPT
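Agonism was scored from calcium flux recorded over 180 s (1 read/s) after pintool compound addition, following a 10-cycle baseline. Cells were inducible force-coupled HEK293 TREx D1, plated overnight at 30 C and loaded with no-wash calcium dye.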
RXFP1 antag = blocks the human relaxin receptor RXFP1 | Q9HBX9 | HEK293-RXFP1, relaxin-stimulated cAMP HTRF, 30 min; stronger effect = lower value | activity change, negative = inhibition, % at 57.5 µM | 350,000 tested, 0.59% active;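 active = activity change of -60% or lower, but not beyond a set lower limit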; also: % is scaled to controls: 0 for no effect and ±100 for the full control effect
D2 antagonist = antagonizes the human D2 dopamine receptor | P14416 | AID 485344 | 340,000 tested, 2% active | inhibition, % at 10 µM | HEK293 TREx D2 cells, calcium flux, dopamine EC80; in the data active = inhibition above about 30%; also: 0% is about no effect
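HEK293 T-REx D2 cells, tet-induced, calcium dye no-wash. Cpd pintool add, 180 s kinetic, then EC80 DA, 180 s kinetic. Ca flux read.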
TRHR PAM = TRH receptor (human) allosteric enhancement; P34981; AID 493056; enhancement, % at 2 µM; 360,000 tested, 0.66% active; TRHR cells, fluo-8 calcium fluorescence, EC20 TRH enhancement; in the data active = enhancement above about 30%; also: 0% is about no effect
Target sequence (P34981 whole entry, looked up): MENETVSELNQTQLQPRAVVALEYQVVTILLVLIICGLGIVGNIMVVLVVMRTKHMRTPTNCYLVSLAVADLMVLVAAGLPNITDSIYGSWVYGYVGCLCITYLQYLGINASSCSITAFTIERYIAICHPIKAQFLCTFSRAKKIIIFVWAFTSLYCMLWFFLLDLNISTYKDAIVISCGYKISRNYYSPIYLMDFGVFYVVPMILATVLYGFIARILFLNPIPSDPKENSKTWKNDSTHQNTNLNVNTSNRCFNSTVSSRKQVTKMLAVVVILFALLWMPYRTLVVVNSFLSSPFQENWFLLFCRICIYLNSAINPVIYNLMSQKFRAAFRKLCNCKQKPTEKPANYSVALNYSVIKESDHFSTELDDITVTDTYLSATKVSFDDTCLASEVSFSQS
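Enhancer read-out: after compound pinning and an initial kinetic agonist-mode read, an EC20 of TRH (10 nM final) was injected and fluo-8 calcium signal (Ex 480/Em 530) followed at 1 s/cycle for 100 cycles in TRHR-expressing cells.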
D2 ag = D2 dopamine receptor (human) agonism; 340,000 tested, 0.53% active; activation, % at 2 µM; HEK293 T-REx D2 cells, calcium flux agonist mode;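 active = activation over 3 SD above normal in the single-dose calcium agonist read, cut at about 30% in these data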; also: 0% is about no effect
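In this primary screen, compounds producing a positive calcium signal within 180 s of addition to tetracycline-induced, force-coupled HEK293 Trex D2 cells are flagged; cells are dye-loaded with a no-wash calcium kit beforehand.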
D1 antagonist = antagonists of human D1 dopamine receptor. P21728. HEK293 TREx D1 cells, calcium flux, dopamine EC80; stronger effect = lower value. activity change, negative = inhibition, % at 10 µM. 360,000 tested, 3.2% active. AID 504652; in the data active = activity change below about -30%; also: % is scaled to controls: 0 for no effect and ±100 for the full control effect
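Tetracycline-induced HEK293 Trex D1 cells, force-coupled to calcium, dye-loaded; compounds added and read 180 s, then EC80 dopamine added and calcium flux tracked kinetically another 180 s.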
D1 PAM = enhances dopamine response at the human D1 receptor | P21728 | HEK293 TREx D1 cells, calcium flux, dopamine EC20 potentiation | potentiation, % at 10 µM | 360,000 tested, 0.036% active; in the data active = potentiation above about 30%; also: 0% is about no effect
D2 PAM = positive allosteric modulators of human D2 dopamine receptor | P14416 | HEK293 T-REx D2, calcium flux, EC20 dopamine potentiation | potentiation, % at 10 µM | 340,000 tested, 0.34% active | AID 485347;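 active = potentiation over 3 SD above the plate norm, cut at about 30% in these data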; also: 0% is about no effect
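Tetracycline-induced Hek293 Trex D2 cells, force-coupled to calcium, loaded with no-wash calcium dye. Compound added with 180 s kinetic read for agonism, then EC20 dopamine and a further 180 s read for potentiation.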
TRHR ag = TRH receptor (human) agonism; activation, % at 2 µM; P34981; 360,000 tested, 0.18% active; AID 493084; TRHR cells, calcium flux fluo-8, FDSS agonist mode; also: 0% is about no effect
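Steps: seed TRHR cells overnight; add fluo-8 no-wash Ca dye, RT 30 min–1.5 h; record 10 s baseline; pin-transfer compounds; monitor fluorescence 1 cycle/s for the agonist window. Calcium increases flag candidate agonists.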
Numbers without * were called inactive; . = not tested or not shown; & = joins results of further samples. Rule as the data show it, unless noted: active = activation above about 30%; inactive = the rest.

SMILES | D1 ag | RXFP1 antag | D2 antagonist | TRHR PAM | D2 ag | D1 antagonist | D1 PAM | D2 PAM | TRHR ag
Cn1c(=O)[nH]c(=O)c2c1nc(N1CCCC1)n2CCCSc1nnnn1-c1ccccc1 | 2 | -9 | -8 | 11 | -1.7 | 23 | -4 | -6 | -0.3
CCOc1ccc(CNS(=O)(=O)c2cccs2)cc1OCC | 8 | -5 | -11 | 10 | 1.0 | -2 | 1 | 13 | 0.5
COc1ccccc1CNC(=O)c1cc(-c2ccccc2)n[nH]1 | 10 | -20 | . | -1 | . | -9 | -3 | 5 | -0.9
Cc1cccc(NC(=O)C(=O)NCc2ccc3c(c2)OCO3)c1C | 5 | 0 | -1 | 2 | -0.1 | 2 | 4 | -7 | -1.4
Cn1c(N2C(=O)CC(Cc3ccccc3)C2=O)nc2ccccc21 (stereo not drawn) | -3 | -4 | 2 | -2 | -0.8 | 6 | -1 | -2 | -0.5
Cc1nn2c(-c3ccncc3)ccnc2c1Cl | 0 | -20 | -9 | 1 | 5.0 | -2 | -4 | -2 | 0.2
Cc1ccc(Nc2nc(-c3ccc(O)c(O)c3)cs2)nc1 | 3 | -39 | 11 | 8 | -0.6 | 6 | -2 | 20 | 0.3
CCn1cc(C(=O)N[C@@H](C)C(=O)NCCCO)c(=O)c2cc3c(cc21)OCO3 | 0 | 5 | 26 | 9 | 1.0 | 5 | -6 | 5 | 0.6
CCOCCCNC(=O)C1CCC(CNS(=O)(=O)c2ccc(NC(C)=O)cc2)CC1 (stereo not drawn) | 1 | -5 | . | -1 | -0.5 | -1 | 0 | -1 | 0.6
CCn1c(=O)c(C(=O)NCCCc2ccccc2)c(O)c2ccccc21 | 14 | -6 | 18 | 2 | 0.2 | -16 | 8 | 7 | 2.0
NS(=O)(=O)c1ccc(CNC(=O)c2ccc(Br)o2)cc1 | 2 | -6 | 11 | -4 | 0.1 | -5 | -2 | -8 | 0.1
CCOC(=O)c1c(S(=O)(=O)NCC(=O)Nc2ccc(F)cc2)c(C)n(C)c1C | 0 | -22 | 25 | -5 | -0.2 | 5 | 2 | 2 | -0.2
NNC(=S)NCc1ccco1 | 1 | -6 | -14 | -2 | 0.7 | 5 | 0 | 14 | 0.2
CC(C)NC(=O)c1c(CSc2ccccc2)noc1C(=O)NCc1ccccc1 | 9 | . | 13 | -1 | 0.7 | 23 | 0 | 13 | 1.3
CC(=O)N1CCN(C(=O)c2c(-c3ccccc3)noc2C)CC1 | 0 | 9 | -11 | 3 | 0.2 | 5 | 4 | -2 | 1.4
Cc1ccc(/C=N\Nc2cn[nH]c(=O)c2Cl)cc1 | 1 | 11 | 0 | -4 | 0.3 | . | 2 | 3 | -0.2
NC(=O)C(CC(=O)O)NC(=O)[C@@H]1CCCCNc2c(I)cc([N+](=O)[O-])cc2C(=O)N[C@@H](CO)C(=O)NCC(=O)N1 (stereo partly drawn) | -1 | . | -1 | -1 | 0.5 | -1 | 1 | 0 | 0.2
O=C(C[n+]1ccccn1)c1ccccc1 | 0 | 0 | -6 | 9 | -0.3 | -25 | -7 | 5 | 1.3
CCOc1cccc2sc(N3CCN(C(=O)c4ccc5ncsc5c4)CC3)nc12 | 1 | -20 | 19 | 7 | -0.1 | 4 | -2 | -3 | -0.3
Cc1nc2sc(C(=O)OCC(=O)N3c4ccccc4CC3C)c(C)c2c(=O)[nH]1 (stereo not drawn) | 0 | -9 | 52* | 7 | 5.4 | 0 | 3 | -7 | 0.5

Single records, as listed above.
Cc1ccc(/C=N\Nc2cn[nH]c(=O)c2Cl)cc1 is listed as D1 ag: 1; RXFP1 antag: 11; D2 antagonist: 0; TRHR PAM: -4; D2 ag: 0.3; D1 antagonist: .; D1 PAM: 2; D2 PAM: 3; TRHR ag: -0.2
CC(C)NC(=O)c1c(CSc2ccccc2)noc1C(=O)NCc1ccccc1 is listed as D1 ag: 9; RXFP1 antag: .; D2 antagonist: 13; TRHR PAM: -1; D2 ag: 0.7; D1 antagonist: 23; D1 PAM: 0; D2 PAM: 13; TRHR ag: 1.3

Four entries from above, reformatted.
SMILES: CCOCCCNC(=O)C1CCC(CNS(=O)(=O)c2ccc(NC(C)=O)cc2)CC1 (stereo not drawn)
  D1 ag: 1
  RXFP1 antag: -5
  D2 antagonist: .
  TRHR PAM: -1
  D2 ag: -0.5
  D1 antagonist: -1
  D1 PAM: 0
  D2 PAM: -1
  TRHR ag: 0.6
SMILES: CCn1c(=O)c(C(=O)NCCCc2ccccc2)c(O)c2ccccc21
  D1 ag: 14
  RXFP1 antag: -6
  D2 antagonist: 18
  TRHR PAM: 2
  D2 ag: 0.2
  D1 antagonist: -16
  D1 PAM: 8
  D2 PAM: 7
  TRHR ag: 2.0
SMILES: NS(=O)(=O)c1ccc(CNC(=O)c2ccc(Br)o2)cc1
  D1 ag: 2
  RXFP1 antag: -6
  D2 antagonist: 11
  TRHR PAM: -4
  D2 ag: 0.1
  D1 antagonist: -5
  D1 PAM: -2
  D2 PAM: -8
  TRHR ag: 0.1
SMILES: CCOC(=O)c1c(S(=O)(=O)NCC(=O)Nc2ccc(F)cc2)c(C)n(C)c1C
  D1 ag: 0
  RXFP1 antag: -22
  D2 antagonist: 25
  TRHR PAM: -5
  D2 ag: -0.2
  D1 antagonist: 5
  D1 PAM: 2
  D2 PAM: 2
  TRHR ag: -0.2

(listing goes on)
SMILES | D1 ag | RXFP1 antag | D2 antagonist | TRHR PAM | D2 ag | D1 antagonist | D1 PAM | D2 PAM | TRHR ag
O=C(NCC1CCCO1)C1c2ccccc2C(=O)N1C1CCCCCC1 (stereo not drawn) | 1 | 0 | -3 | 1 | -0.4 | 12 | 1 | 9 | -1.3
O=[N+]([O-])c1ccc(N=Cc2sc3ccccc3c2O)cc1 | 32* | 7 | -5 | -4 | 2.4 | 7 | -7 | -5 | 6.9
O=C(Nc1ccccc1Cl)c1ccc2nccnc2c1 | -1 | 3 | 13 | -9 | 0.3 | -5 | -5 | 3 | 0.9
COc1ccc(NC(=O)CCCCCN2C(=O)c3ccccc3C2=O)c(OC)c1 | 4 | -4 | -9 | -5 | -0.3 | 23 | -4 | 7 | -0.5
COc1ccc(S(=O)(=O)N2CCCN(CC(=O)Nc3ccccc3F)CC2)cc1 | 4 | -12 | 8 | 0 | -0.7 | -5 | -7 | 1 | -0.7
Cc1ccc(-c2nc(=S)c3c(n2Cc2ccco2)CCCC3)cc1 | -3 | -9 | 2 | -3 | -0.6 | 51 | -1 | -5 | 0.6
CCOC(=O)C1CCCN(C(=O)CCCn2nc(C)n3c(cc4sccc43)c2=O)C1 (stereo not drawn) | 2 | 4 | -8 | 5 | -0.5 | 14 | . | 2 | -0.3
CCOc1ccc(CNC(=O)c2ccc3c(c2)sc2nc(-c4ccc(OC)cc4)cn23)cc1 | -1 | 15 | . | 4 | -1.3 | 5 | -1 | 0 | -0.2
O=S(=O)(NC1CCCCC1Nc1ccc(Cl)cc1)c1ccccc1 (stereo not drawn) | 1 | -18 | -6 | -1 | -0.7 | 11 | 0 | 5 | -0.5
O=C1CC(c2ccc(S(=O)(=O)Nc3cc(C(F)(F)F)cc(C(F)(F)F)c3)cc2)CN1 (stereo not drawn) | 2 | -11 | 2 | 1 | -1.8 | 9 | -6 | -5 | 0.2
COc1cc(OC)cc(-c2nnc(NC(=O)CCS(=O)(=O)c3ccc(F)cc3)o2)c1 | 4 | -8 | 19 | 5 | -1.8 | 9 | -5 | 13 | 0.1
Cc1ccc(C2N=C(N)Nc3nc4ccccc4n32)cc1 (stereo not drawn) | 1&2 | -16&-6 | -12 | -2&-5 | 1.2&-0.3 | 6&2 | -7&-9 | 5&16 | 0.3&0.0
S=C(NC1CCCC1)N1CCN(c2ncccn2)CC1 | 4 | 5 | 1 | -9 | 0.0 | 9 | -2 | 7 | -0.1
CCOc1cc(C)ccc1OCc1nnc(SCC(=O)c2cccc([N+](=O)[O-])c2)n1CC | 1 | 1 | -15 | -20 | -1.0 | -4 | -5 | 10 | 0.6
CC(C)c1ccc(-c2nc(N3CCCCCC3)nc3n[nH]c(N)c23)cc1 | -1 | -12 | -9 | -5 | -0.6 | 16 | 0 | 8 | 0.2
O=C(c1ccccc1Br)N1CCCC(c2nc(-c3cccs3)no2)C1 (stereo not drawn) | 5 | -4 | -4 | -3 | 1.6 | -1 | -4 | 10 | -0.1
CCn1c(C)cc(C)c(C#N)c1=O | 1 | 8 | 7 | -9 | 1.2 | -13 | -3 | 3 | 0.1
C=CCn1c(SCC(=O)Nc2ccc(-c3nc4ccc(C)cc4s3)cc2)nnc1-c1ccncc1 | 5 | 28 | 0 | 0 | 0.8 | -6 | -2 | 7 | 0.7
CC(Oc1ccccc1F)C(=O)NNC(=O)CCNC(=O)c1ccccc1Cl (stereo not drawn) | 2 | 5 | . | -6 | . | -6 | -6 | 1 | 1.0
Cc1ccc(Cl)c(OCCN2CCc3ccccc3C2)c1 | 0 | 2 | 66* | -4 | 1.9 | -40* | -22 | -16 | 0.0
Cc1c(N=C2C=CC(=O)c3ccccc32)c(=O)n(-c2ccccc2)n1C | 0 | 5 | 5 | -6 | -0.5 | 3 | 0 | 7 | 0.5
CCCCOC(=O)n1c(=S)oc2cc(Cl)ccc21 | 0 | -14 | -17 | -6 | 0.2 | 19 | -5 | -11 | 0.1
COc1ccc(N2C(=O)C3C4C=CC(C4)C3C2=O)nn1 (stereo not drawn) | 0 | -11 | -4 | 2 | -0.1 | -24 | 0 | -7 | 0.1
COc1ccc(-n2c(/C=C/c3cccc4ccccc34)nc3ccccc3c2=O)cc1OC | -1 | -24 | . | -3 | 0.8 | 1 | 0 | 5 | 0.2
Fc1ccc(CN2CCC(Cc3ccccc3)CC2)cc1F | 1 | 0 | -18 | 5 | 0.5 | -3 | -7 | -16 | 0.7
COc1ccc(Cc2noc(COc3ccc(Cl)cc3)n2)cc1 | 2 | -14 | 15 | -2 | -0.3 | -5 | -7 | -3 | 0.6
Cn1cc(C(=O)c2ccccc2)cc1-c1nc2ccccc2n1C | 5 | -6 | 6 | 2 | -0.8 | -31* | 1 | 7 | 0.3
COc1ccccc1-c1noc(CCC(=O)NC2CCCCC2)n1 | 0 | -12 | 1 | -4 | 0.6 | -19 | 9 | -9 | -0.7
O=C(NC(=S)Nc1ccccc1[N+](=O)[O-])c1ccco1 | 2 | 3 | -2 | -3 | -0.2 | -1 | 1 | . | 0.0
CC(C)(C)c1ccc(OCc2ccc(C(=O)N/N=C/c3ccc([N+](=O)[O-])cc3)o2)cc1 | 2 | 10 | 2 | 0 | 1.1 | -25 | -9 | 3 | 0.1
Cc1ccc(Cl)c(NC(=O)COC(=O)c2nn(C)c(=O)c3ccccc23)c1Cl | 1 | 6 | 10 | 0 | 0.7 | 1 | -4 | 1 | 0.3
COC(=O)c1ccccc1NC(=S)NC(=O)c1ccccc1 | 0 | -6 | -13 | 1 | 0.4 | -19 | -9 | -1 | 1.7
CCN(CC)CCCNC(=O)c1ccc2c(c1)NC(=O)C(CS(=O)(=O)Cc1cccc(Br)c1)N2 (stereo not drawn) | -3 | -16 | . | 4 | 0.2 | 2 | 4 | -4 | 0.0
CCCCn1c(=N)n(CC(=O)c2ccco2)c2ccccc21 | 2 | -2 | -11 | 15 | -0.4 | -10 | -8 | 7 | 0.0
CCCCCC(=O)NC(Nc1ccc(S(N)(=O)=O)cc1)C(Cl)(Cl)Cl (stereo not drawn) | 4 | . | 5 | 5 | -1.4 | 3 | -9 | -4 | 0.0
